Source: PubChem BioAssay
SRC1 inh – SRC1 coactivator transcriptional activity inhibitors, primary screen, cell-based, luminescence; Nuclear receptor coactivator 1 (Homo sapiens), Q15788; HEK293 GAL4-SRC1 luciferase reporter; inhibition, % at 3.6 µM; 0.12% of 360,000 active;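 active = inhibition above the campaign mean plus 3 SD, with each screening campaign given its own cutoff, cut at about 60% in these data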;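 also: 0% = DMSO treated cells and 100% = gossypol at 36 µM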
KKLEB cytotox – cytotoxicity in KKLEB CF airway cells, primary screen, cytotoxicity control for CF NF-kB inhibitor project, cell-based, uHTS, fluorescence assay plates | activity change (cytotoxicity), % at 5 µM | KKLEB CF airway cells viability, ATPlite luminescence, overnight; hits give low values; cells stimulated with P. aeruginosa culture filtrate | 0.36% of 360,000 active;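 active = corrected activity change at or below -50% at 5 µM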
CF NFkB block – inhibitors of PAF-induced NF-kB signaling, primary screen, cell-based, GFP fluorescence, uHTS. KKLEB NF-kB-GFP reporter, GFP fluorescence overnight. inhibition, % at 5 µM. 0.86% of 360,000 active;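 active = at least 50% inhibition at 5 µM, scaled per plate between neutral and stimulator controls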;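 also: PAF is a Pseudomonas aeruginosa culture filtrate used as stimulus; plate controls were PAF-stimulated DMSO wells for no effect and unstimulated DMSO wells for full effect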
Shn3 3UTR inh – reduction of Shn3 3'UTR firefly luciferase signal, primary screen, Schnurri-3 inhibitor project, cell-based, Clone20 osteoblasts, set 2; inhibition, % at 12.5 µM; Clone20 osteoblast Shn3 3'UTR firefly luciferase, 24 h; 0.52% of 360,000 active;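 active = mean inhibition of at least 75% with every replicate also reaching 75%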;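 also: 0% = median of neutral control wells and 100% = pilot-screen positive control compound; some compounds past the cut are filed as inactive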
NR2F2 inh – NR2F2 transcriptional activity inhibitors, primary screen, cell-based, luciferase reporter, HEK293T, luminescence. 0.7% of 370,000 active. AID 686940, 2013. HEK293T NGFI-A luciferase reporter. inhibition, % at 8.6 µM;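 active = inhibition above a per-plate cutoff, mean inhibition of test wells between control levels plus 3 SD, cut at about 38% in these data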;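 also: cells cotransfected with COUP-TFII expression vector driving the NGFI-A reporter; 0% = median of COUP-TF2 test wells and 100% = reporter-only cells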
Target sequence (P24468 whole entry, looked up): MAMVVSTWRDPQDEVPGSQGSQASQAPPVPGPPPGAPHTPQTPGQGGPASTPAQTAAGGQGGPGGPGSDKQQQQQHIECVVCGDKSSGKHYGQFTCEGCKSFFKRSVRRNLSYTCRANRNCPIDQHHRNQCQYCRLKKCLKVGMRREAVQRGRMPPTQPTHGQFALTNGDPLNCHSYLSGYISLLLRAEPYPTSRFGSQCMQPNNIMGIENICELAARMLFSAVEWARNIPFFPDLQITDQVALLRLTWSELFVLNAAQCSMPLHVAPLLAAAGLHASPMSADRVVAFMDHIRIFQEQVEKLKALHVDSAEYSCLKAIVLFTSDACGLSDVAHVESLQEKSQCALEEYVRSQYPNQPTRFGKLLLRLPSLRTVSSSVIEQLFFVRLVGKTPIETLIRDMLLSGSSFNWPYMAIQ
EBV LMP1 NFkB – EBV LMP1-driven NF-kappaB luciferase reporter inhibitors, primary screen, cell-based, luminescence, single point; inhibition, % at 12.5 µM; 0.69% of 350,000 active; LMP1-induced NF-kappaB luciferase reporter cells; in the data active = inhibition above about 41%;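 also: 0% = neutral control wells and 100% = reference inhibitor control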
TWEAK Fn14 block – inhibitors of TWEAK-Fn14 signaling, primary screen, luciferase reporter cells, uHTS | TWEAK-stimulated Fn14 reporter cells, luciferase luminescence, 8 h | inhibition, % at 10 µM | 2% of 360,000 active; in the data active = inhibition above about 50%
C8 TRAIL sens – viability loss with TRAIL in NB7+C8 cells, primary screen, TRAIL sensitizer project, cell-based, ATPlite luminescence. inhibition (viability loss, TRAIL sensitization), % at 10 µM. 1% of 360,000 active;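 active = compounds causing at least 50% loss of cell viability in the single-dose screen, relative to plate controls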
LRH-1 inv ag – LRH-1 (NR5A2) inverse agonists, primary screen, cell-based, luminescence, HEK293T, StAR-luciferase reporter; inhibition, % at 3.6 µM; LRH-1 transfected, 24 h; 0.13% of 360,000 active; Nuclear receptor subfamily 5 group A member 2 (Homo sapiens), O00482;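 active = inhibition above the mean inhibition of all tested compounds plus 3 SD, cut at about 73% in these data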;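 also: 0% = DMSO wells and 100% = reporter-only cells lacking LRH-1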
Target sequence (O00482 whole entry, looked up): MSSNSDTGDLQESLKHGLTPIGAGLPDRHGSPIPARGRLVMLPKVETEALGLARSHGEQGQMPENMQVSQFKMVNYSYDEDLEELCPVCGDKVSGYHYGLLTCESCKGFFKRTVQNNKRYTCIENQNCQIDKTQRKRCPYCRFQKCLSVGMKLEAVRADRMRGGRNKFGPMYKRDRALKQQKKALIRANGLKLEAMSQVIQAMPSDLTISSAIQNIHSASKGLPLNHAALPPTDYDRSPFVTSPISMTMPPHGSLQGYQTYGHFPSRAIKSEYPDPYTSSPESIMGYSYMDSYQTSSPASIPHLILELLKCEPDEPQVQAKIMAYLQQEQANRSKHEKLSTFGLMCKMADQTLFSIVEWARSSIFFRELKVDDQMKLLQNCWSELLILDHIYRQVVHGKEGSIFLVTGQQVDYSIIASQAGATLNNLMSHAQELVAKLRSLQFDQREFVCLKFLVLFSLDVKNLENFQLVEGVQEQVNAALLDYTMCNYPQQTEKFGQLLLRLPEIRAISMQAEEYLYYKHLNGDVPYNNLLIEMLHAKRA
SRC3 inh – SRC3 coactivator transcriptional activity inhibitors, primary screen, cell-based, luminescence | Nuclear receptor coactivator 3 (Homo sapiens), Q9Y6Q9 | HEK293 GAL4-SRC3 luciferase reporter | inhibition, % at 3.6 µM | 0.17% of 360,000 active | AID 588352, 2011;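 active = inhibition above a per-campaign cutoff, the mean of all compounds plus 3 SD, cut at about 60% in these data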;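 also: 0% = DMSO-treated cells and 100% = gossypol-treated cells at 36 µM; higher means less SRC3-driven luciferase light from the GAL4 reporter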
TROY NFkB inh – inhibitors of TROY-driven NF-kB signaling, primary screen, Q293 LMP1-TROYcd cells, NF-kB luciferase, uHTS; 0.98% of 360,000 active; Q293 LMP1-TROYcd NF-kB luciferase reporter, 4 h; inhibition, % at 10 µM;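 active = compounds whose plate-normalised and pattern-corrected inhibition of the luciferase reporter signal at the single screening dose is 50% or more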
Active calls of the source: *; · = no result given.

SMILES	SRC1 inh	KKLEB cytotox	CF NFkB block	Shn3 3UTR inh	NR2F2 inh	EBV LMP1 NFkB	TWEAK Fn14 block	C8 TRAIL sens	LRH-1 inv ag	SRC3 inh	TROY NFkB inh
Cc1ccc2nc(NC(=S)NC(=O)c3ccco3)sc2c1	-101.5	-30.4	-62.5	-106.8	-38.8	-16.1	41.1	81.8*	-77.5	-60.0	16.2
O=C(CC1CCCC1)OCn1nnc2ccccc2c1=O	-2.2	-2.6	6.0	-4.4	9.8	7.0	-15.5	-5.5	7.0	-23.2	-5.2
OC(CNCc1ccc(-c2ccccc2)cc1)c1ccccc1 (stereo unspecified)	-7.0	-11.7	20.0	-7.2	1.2	1.6	5.5	18.6	-4.3	14.5	2.9
O=C(COC(=O)/C=C/c1ccc(Cl)c(Cl)c1)NC1CCS(=O)(=O)C1 (stereo unspecified)	0.7	3.8	-17.6	-19.9	-1.3	1.3	-9.3	-15.5	-18.0	8.4	-15.4
COc1ccc(OC)c(CCNC(=O)Cn2cccc2C(=O)c2ccccc2)c1	-13.9	2.6	4.1	5.6	-17.2	-7.2	-4.0	-6.1	-8.7	7.6	3.4
Cc1cccc(N2CCN(C(=O)C34CC5CC(CC(C5)C3)C4)CC2)c1C	-5.0	6.7	-3.2	4.6	-2.7	0.0	12.5	3.7	-8.1	-16.3	18.7
CCOc1ccc(OCCC(=O)Nc2ccc3c(c2)OCO3)cc1	-6.6	-22.6	28.8	2.7	3.7	-5.9	-11.3	-4.8	-2.6	-69.7	-9.1
Cc1nnc(SCC(=O)Nc2ccc(N3CCN(S(C)(=O)=O)CC3)cc2)o1	12.2	9.0	5.7	0.8	-13.2	-11.1	17.2	13.4	54.7	-7.8	-0.3
O=C1NC[C@H](CCCCN2C[C@H](Cc3ccccc3)N(CCC3CCCCC3)C(=O)C2=O)N(CCc2ccc(O)cc2)C1=O	·	·	·	·	-4.2	·	12.2	-6.6	9.1	·	6.0
COc1cc(Nc2nc3ccc(Cl)cc3n3cnnc23)cc(OC)c1OC	7.2	5.3	-14.3	-1.3	3.0	2.9	-30.6	6.5	-0.5	3.0	13.6
Cc1ccc(S(=O)(=O)N2CCN(Cc3cc(C(C)(C)C)ccc3O)CC2)cc1	14.2	6.0	10.6	18.4	-11.2	-0.9	12.3	-16.2	3.3	-6.4	19.9
COc1ccc(C(C(=O)Nc2ccc(C(C)C)cc2)N(Cc2ccco2)C(=O)CC2NC(=O)NC2=O)cc1 (stereo unspecified)	-15.2	2.0	-15.3	-3.4	-6.6	3.6	-4.1	6.5	9.8	14.4	-6.5
Cc1ccc(NC(=O)CC2(CC(=O)O)CCCC2)c(C)c1	1.5	5.7	-7.6	-11.3	-4.0	-4.3	9.2	-2.8	-11.0	5.3	0.8
COc1ccc(NC(=O)COC(=O)C2CCC2)cc1Cl	-10.2	27.9	-11.0	18.4	5.9	3.6	-4.3	-11.4	-2.0	5.5	-5.2
C#CCOCCOCCOCCNc1nc(N2CCN(C(=O)Cn3cc(CC(C)O)nn3)CC2)nc(N2CCN(C(=O)[C@H]([C@@H](C)CC)n3cc(CCCN=C(N)N)nn3)CC2)n1 (stereo partly specified)	-22.2	-6.0	1.9	2.8	-16.5	-9.4	-6.7	0.3	-8.5	-7.8	7.5
CC1CCN(C(=O)c2cc(-c3ccc4c(c3)OCO4)on2)CC1	-113.2	-7.8	20.7	-60.5	-41.5	-12.6	53.5*	23.5	-129.9	-102.1	-24.3
FC(F)(F)c1cc(NCc2cccs2)n2ncnc2n1	-22.8	3.0	1.1	9.9	1.7	6.5	-11.6	-2.2	15.8	7.9	-3.0
COc1ccccc1C1CN(c2ccccc2)N=C1c1cccs1 (stereo unspecified)	-5.0	11.4	-5.0	-12.1	-8.0	-8.5	-6.5	5.6	-7.0	-4.6	-39.2
CCOc1ccc(CCN2CN(CC)CNC2=S)cc1OCC	6.8	4.4	6.3	10.1	1.5	-4.1	11.4	-5.9	6.7	2.7	10.3
Cn1c(=O)c2c(nc(CN3CCC(C(N)=O)CC3)n2CCc2ccccc2)n(C)c1=O	2.0	-3.2	-9.6	-12.6	-6.7	-0.4	-2.6	1.7	-5.5	-16.3	4.3
COc1nc(NC(C)(C)C)nc(Oc2ccc(=O)n(C)n2)n1	12.0	-11.0	-4.9	-10.4	-17.3	-23.5	7.3	6.2	1.8	15.9	-8.5
CCCn1nnnc1NC(=O)c1ccc2ccccc2c1	2.6	-3.0	11.0	10.9	12.4	-1.4	-1.0	-0.8	4.9	6.4	-1.6
CC(C)COC(=O)N1CC(O)CC1C(=O)O (stereo unspecified)	-3.2	-15.4	10.5	-12.8	10.8	0.6	-6.5	-19.9	3.9	-1.9	1.2
CCOC(=O)c1c(N)sc2c1CCS(=O)(=O)C2	-0.1	9.0	-13.1	-9.5	10.1	-2.7	11.1	-0.1	-2.0	5.6	3.0
CCOC(=O)c1cc(C(=O)OCC)c2cc(Br)ccc2n1	-1.8	13.1	-3.8	-35.0	9.7	2.1	-15.6	-29.9	2.8	8.3	0.2
Cc1ccsc1/C=N\NC(=O)CCc1c(C)n[nH]c1C	-3.5	-2.9	-18.9	6.5	2.1	0.9	7.1	-12.6	29.1	-1.3	-5.4
CC1CCN(S(=O)(=O)c2cccc(C(=O)O)c2)CC1	0.9	1.1	-6.5	-2.1	-1.1	-5.3	28.6	4.3	7.3	3.6	-11.1
CC1CCCN1c1ccnc2cc(Cl)ccc12 (stereo unspecified)	-11.6	-5.2	2.3	13.6	-0.6	·	-14.1	-10.7	5.5	1.7	-28.1
C/C(=N/NC(=O)c1ccoc1C)C12CC3CC(CC(C3)C1)C2	-93.1	-2.9	-3.4	-49.9	-55.2	-8.3	-44.8	-9.7	-165.7	-70.5	-28.3
NC(=O)CNC(=O)c1ccc(Cl)cc1	0.7	5.7	8.3	-19.6	17.5	3.9	-7.5	-19.4	-15.7	15.4	-0.7
Brc1ccc2[nH]ncc2c1	-6.4	-6.0	9.5	-12.5	-13.5	-4.4	6.2	-1.8	-1.1	13.4	6.8
O=C(COC(=O)c1ccc(-c2cnc3ccccc3n2)cc1)c1ccccc1	-11.8	4.5	5.4	-29.3	-19.1	-14.3	5.1	15.4	-10.8	-6.1	-39.5
CCC(=O)N1CCC1(C)C(=O)NCc1ccccc1SC (stereo unspecified)	-17.3	7.7	-20.0	-44.1	3.7	·	0.3	-8.0	4.2	-2.3	-2.4
COc1ccc(CCNC(=O)c2cc(-c3ccccc3)c(N3CCOCC3)s2)c(OC)c1OC	-0.3	-17.6	8.1	-23.4	15.0	-0.1	10.8	3.7	-9.7	3.7	-8.6
Cc1cc(NC(=O)CSc2nnc3c(C)cc4cc(C)c(C)cc4n23)no1	-2.7	15.8	-7.4	-18.5	-1.9	2.2	-30.7	1.8	12.6	6.8	-1.3
COc1ccc(NC(=O)CN(C)C(=O)c2ccc3c(c2)NC(=O)CS3)cc1	-23.2	-7.9	4.0	-15.2	-26.1	-0.6	1.4	3.3	0.8	0.9	-8.7
Nc1nc2c(ncn2[C@@H]2O[C@H](CNCc3ccccc3)[C@@H](O)[C@H]2O)c(=O)[nH]1	-5.2	7.0	-14.8	-19.6	-4.8	·	-6.6	2.1	-8.2	-0.9	1.9
Nc1ncnc(N)c1N=Nc1ccccc1	-6.4	-4.0	34.5	71.7	-16.1	1.9	2.3	65.9*	-17.3	1.4	21.3
Cc1ccccc1NC(=O)C1CCC(C)(C(=O)O)C1(C)C (stereo unspecified)	-6.6	-17.3	-4.8	12.0	-7.0	-2.6	-8.3	0.4	26.5	11.8	6.9
CCc1nc2ccc(C(=O)Nc3cc(-c4ccccc4)ccc3OC)cn2c1N(C=O)CCC(C)C	18.3	-22.8	34.9	14.5	-6.1	·	25.7	0.4	-2.2	-13.7	15.1
CC(=C/c1ccccc1)/C=N/NC(=O)c1cnccn1	-96.3	-12.9	-2.1	-54.8	-35.4	4.2	3.4	44.8	-105.3	-51.1	-28.4
CCCC1NC(=O)c2cccnc2-n2c1nc1ccc(OC)cc1c2=O (stereo unspecified)	-0.2	15.0	-19.6	-19.6	-16.9	1.0	-10.9	-14.3	-18.6	-20.7	-9.2
CCCCOc1c(Cl)cc(C(=O)N2CCN(CC(=O)N3CCCC3)CC2)cc1OCC	0.6	3.5	6.9	5.9	-14.6	-0.7	11.4	-2.3	6.5	6.7	3.9
O=C(CSc1nnc(CCc2nc3ccccc3[nH]2)n1-c1ccccc1)NCc1ccco1	0.4	5.6	-15.9	8.7	7.5	0.2	-2.2	16.4	-5.0	-20.1	4.3
COC(=O)c1ccc(OCCCCN(C)Cc2ccccc2)cc1	-14.7	-2.0	-4.1	27.8	1.3	-12.6	-10.2	7.4	-7.2	18.1	-30.8
O=C(NCc1ccncc1)[C@@H]1CCCN1C(=O)[C@H]1CCCN1C(=O)c1c(F)cccc1F	·	·	·	·	7.6	·	11.1	3.5	11.4	·	-12.5
O=C(Nc1cc(Cl)cc(Cl)c1)C(NCC1CCCO1)c1ccccc1 (stereo unspecified)	-2.8	-2.0	-6.1	-7.5	-12.7	9.7	-4.8	-1.1	-6.4	11.3	5.5
NC(=O)C1=C[C@@H](C2CCCCC2)C[C@@H](OCc2ccc(CO)cc2)O1	-35.6	20.2	-6.9	13.2	-12.9	4.6	-1.2	-13.9	-19.7	-15.4	19.8
O=C(CSc1cn[nH]n1)Nc1ccccc1C(=O)O	1.4	4.6	-25.5	8.0	-2.6	-1.4	32.6	16.6	2.1	-11.8	8.8
COc1ccccc1NC(=S)NCc1ccc(Cl)cc1	5.6	-2.8	16.4	4.3	3.1	0.3	-7.3	-10.0	6.7	5.9	-2.6
CC(=O)Nc1ccc(NC(=O)C2(C)Cc3c(-c4ccc(NC(C)=O)cc4)ccnc3O2)cc1 (stereo unspecified)	17.5	4.4	-42.7	15.9	3.7	·	-62.3	-0.4	8.6	2.5	-1.7
c1ccc(-c2nnc(N3CCOCC3)c3ccccc23)cc1	17.7	1.1	-12.2	-12.0	1.1	0.8	-7.3	-13.2	9.8	11.6	3.3
CC(C)C[C@H](NC(=O)c1nc[nH]c1C(=O)NCC(=O)OC(C)(C)C)C(=O)OC(C)(C)C	-0.4	7.7	-14.3	3.3	13.4	10.5	-1.6	18.1	7.0	2.3	-4.3

A portion of the library. The share of hits here may be higher or lower than overall.
